# Screening results: PubChem, National Center for Advancing Translational Sciences (NCATS)
# RXFP1 agonist = activates the human relaxin receptor RXFP1; AID 2676; Q9HBX9; HEK293T-RXFP1 cAMP TR-FRET, 30 min; response scale: percent of porcine relaxin response, buffer zero; Potency, µM (doses to about 57.5 µM), for the others: at the top dose activation, usual class: activators; 370,000 tested, 0.3% active; further: potency means the concentration at half of the fitted maximal effect; on the % scale 0 is the no-effect control and ±100 the full control effect; nearly all actives have a fitted effect of over 60% in size; many of its hits are not listed in these tables
#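 cAMP rise read by TR-FRET after 30 min, 37C compound exposure (up to 58 uM) in RXFP1-transfected HEK293 cells with Ro 20174 present. EC50 from Hill-equation fits, with 29 nM porcine relaxin as 100% and buffer as basal.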
# TRHR enhancer = allosteric enhancers of human TRH receptor | P34981 | enhancement, % at 2 µM | TRHR cells, fluo-8 calcium fluorescence, EC20 TRH enhancement | 360,000 tested, 0.66% active; in the data active means enhancement above about 30%; further: 0% is about no effect
# Target sequence (P34981 whole entry, looked up): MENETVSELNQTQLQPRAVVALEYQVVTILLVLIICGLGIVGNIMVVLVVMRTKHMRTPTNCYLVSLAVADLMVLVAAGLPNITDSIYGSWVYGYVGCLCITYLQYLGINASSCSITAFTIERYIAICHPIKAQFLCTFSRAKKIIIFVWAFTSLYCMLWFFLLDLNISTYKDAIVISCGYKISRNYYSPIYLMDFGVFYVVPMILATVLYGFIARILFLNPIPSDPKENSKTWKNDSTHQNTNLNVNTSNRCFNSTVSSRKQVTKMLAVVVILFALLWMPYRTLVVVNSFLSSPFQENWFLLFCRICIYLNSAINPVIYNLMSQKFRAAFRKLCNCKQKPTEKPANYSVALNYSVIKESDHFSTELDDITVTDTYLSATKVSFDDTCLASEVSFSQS
#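 TRHR-expressing cells loaded with fluo-8 calcium dye were read kinetically (ex 480/em 530) during compound addition, then stimulated with an EC20 of TRH (10 nM final). Enhancement of the Gq-mediated intracellular calcium response was scored.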
# Apoferritin bind = candidate novel general anesthetic via apoferritin binding; P02791; apoferritin/1-aminoanthracene competitive binding, fluorescence; Potency, µM (series often up to 77.5 µM), without a hit: top-dose activity change, negative = displacement, most hits filed as inhibitors; 350,000 tested, 0.074% active; AID 485281; further: potency means the concentration at half of the fitted maximal effect; on the % scale 0 is the no-effect control and ±100 the full control effect; nearly all actives have a fitted effect of over 20% in size
# Target sequence (P02791 2-175 limits assumed): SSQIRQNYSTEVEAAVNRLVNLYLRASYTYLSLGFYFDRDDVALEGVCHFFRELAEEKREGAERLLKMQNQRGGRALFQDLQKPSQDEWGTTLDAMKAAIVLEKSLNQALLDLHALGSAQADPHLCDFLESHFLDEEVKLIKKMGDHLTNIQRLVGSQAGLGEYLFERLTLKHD
#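 Steps: apoferritin (10 uM) was premixed with half-saturated 1-AMA in PBS, compounds were pin-transferred, plates stood 10 min at room temperature, fluorescence was read at 380/535 nm, and curves were fitted with a Hill equation.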
# D2 PAM = D2 dopamine receptor (human) potentiation; P14416; HEK293 T-REx D2, calcium flux, EC20 dopamine potentiation; potentiation, % at 10 µM; 340,000 tested, 0.34% active; AID 485347;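 active means potentiation over 3 SD above the plate norm, cut at about 30% in these data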; further: 0% is about no effect
# Target sequence (P14416 whole entry, looked up): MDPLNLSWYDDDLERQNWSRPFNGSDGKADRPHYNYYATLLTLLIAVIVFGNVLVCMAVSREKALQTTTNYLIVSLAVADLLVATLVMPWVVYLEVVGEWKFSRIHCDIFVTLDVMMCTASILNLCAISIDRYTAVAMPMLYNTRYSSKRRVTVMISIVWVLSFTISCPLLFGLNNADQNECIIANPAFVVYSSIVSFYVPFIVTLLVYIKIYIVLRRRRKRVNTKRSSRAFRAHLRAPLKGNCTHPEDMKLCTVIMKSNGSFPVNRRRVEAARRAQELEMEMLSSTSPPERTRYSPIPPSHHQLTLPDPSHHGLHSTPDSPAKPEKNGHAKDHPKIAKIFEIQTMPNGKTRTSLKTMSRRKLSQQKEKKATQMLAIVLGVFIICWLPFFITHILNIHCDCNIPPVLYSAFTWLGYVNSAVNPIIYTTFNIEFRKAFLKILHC
#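 Tetracycline-induced HEK293 T-REx cells force-coupled to calcium signalling expressed D2; compounds were pin-added after a 10 s baseline, read kinetically 180 s, then an EC20 dopamine challenge followed with a further 180 s calcium read.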
# D1 antagonist = antagonists of human D1 dopamine receptor | 360,000 tested, 3.2% active | activity change, negative = inhibition, % at 10 µM | P21728 | HEK293 TREx D1 cells, calcium flux, dopamine EC80; hits give low values | AID 504652; in the data active means activity change below about -30%; further: on the % scale 0 is the no-effect control and ±100 the full control effect
#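 After overnight tetracycline induction at 30 C, force-coupled D1 HEK293 cells took up a no-wash calcium dye at room temperature. Compounds were added and monitored 180 s, and the response to EC80 dopamine was then recorded.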
# D1 ag = activates the human D1 dopamine receptor. P21728. HEK293 T-REx D1 cells, calcium flux, agonist mode. activation, % at 2 µM. 360,000 tested, 1% active. AID 504660; in the data active means activation above about 30%; further: 0% is about no effect
#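 Agonism was scored from calcium flux recorded over 180 s (1 read/s) after pintool compound addition, following a 10-cycle baseline. Cells were inducible force-coupled HEK293 TREx D1, plated overnight at 30 C and loaded with no-wash calcium dye.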
# TRHR agonist = TRH receptor (human) agonism | TRHR cells, calcium flux fluo-8, FDSS agonist mode | activation, % at 2 µM | 360,000 tested, 0.18% active; in the data active means activation above about 30%; further: 0% is about no effect
#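 In this calcium-flux screen, cells bearing human TRHR are dye-loaded with fluo-8, baselined for 10 cycles, then exposed to library compounds; positive kinetic calcium responses during the agonist phase mark hits, with TRH as control.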
# RXFP1 antagonist = antagonists of human relaxin receptor RXFP1; activity change, negative = inhibition, % at 57.5 µM; 350,000 tested, 0.59% active; HEK293-RXFP1, relaxin-stimulated cAMP HTRF, 30 min; hits give low values; Q9HBX9;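 active means activity change of -60% or lower, but not beyond a set lower limit; inconclusive means change between -60% and -40%, or beyond the set limit; inactive means change above -40%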; further: on the % scale 0 is the no-effect control and ±100 the full control effect
# D1 PAM = human D1 dopamine receptor positive modulation; P21728; AID 504651; 360,000 tested, 0.036% active; potentiation, % at 10 µM; HEK293 TREx D1 cells, calcium flux, dopamine EC20 potentiation; in the data active means potentiation above about 30%; further: 0% is about no effect
# Active calls of the source: *; ? = inconclusive; . = no result given; [ ] = another dose, or the depositor's remark. Unless noted, the call rests on the fitted dose curve; in most records, active means well fitted curve in the direction sought with a large enough effect; inconclusive means small, poorly fitted or top-dose-only effect, or another doubt; inactive means no such curve, though single readings can be large; an effect the other way counts as inactive or inconclusive. These rows are one share of the data; rates above refer to the full screens.
RXFP1 agonist	TRHR enhancer	Apoferritin bind	D2 PAM	D1 antagonist	D1 ag	TRHR agonist	RXFP1 antagonist	D1 PAM	SMILES
0.9%	1	?	11	-4	4	0.4	-5	-17	Cc1cccc(NC(=O)N(C)Cc2cccs2)c1
2.2%	-5	?	13	-11	2	-1.0	.	-6	COc1ccc(Nc2ccc(S(=O)(=O)N3CCCCCC3)cc2[N+](=O)[O-])cc1
-0.9%	-1	-1%	7	6	4	0.0	-2	0	O=C(O)CCN1C(=O)C2C3CC(C2C1=O)C1C(c2ccccc2)c2sc(=O)[nH]c2SC31 (centres undefined)
2.5%	3	-16%	-4	3	5	-0.6	-2	1	C=CCSc1nc2c(c(=N)n1CC=C)C1CCCC1S2 (centres undefined)
-2.7%	-1	3%	-6	-14	3	-0.2	10	-7	O=C(Nc1cccc(S(=O)(=O)N2CCOCC2)c1)c1ccc2ccccc2n1
2.3%	-9	-14%	-9	-33*	14	1.2	-7	-15	Cc1ccc(NC(=S)Nc2ccc(Br)cc2)cc1
7.6%	-9	-15%	-18	-16	7	0.8	-5	1	Cc1ccccc1C(=O)Nc1nc(-c2ccc(Br)cc2)ns1
0.0%	8	?	-3	-2	8	0.0	-15	-4	Cc1ccc(OCc2cc(C(=O)N3CCN(C4CCCCC4)CC3)no2)cc1C
0.8%	-4	-21%	-2	-57*	2	0.3	4	-10	O=C(CSc1nccc(=O)[nH]1)Nc1ccc(Oc2ccccc2)cc1
-0.9%	-3	-9%	2	19	2	-0.4	7	2	Cc1ccccc1Cn1c2ccccc2c2cnn(CC(=O)N3CCC(C)CC3)c(=O)c21
-1.2%	4	8%	5	4	1	0.5	5	-2	O=C(CCl)N1CCN(CC(=O)N2CCCC2)CC1
-1.7%	3	0%	-18	-27	33*	2.3	-18	-19	COc1ccc(CCN(C)CC(O)COC(c2ccc(F)cc2)c2ccc(F)cc2)cc1OC (centres undefined)
0.2%	-4	1%	2	13	-1	-0.1	-5	3	COc1ccc(-n2nc(C(=O)N3CCCCC3C)c3c4ccccc4n(C)c3c2=O)cc1Cl (centres undefined)
-0.5%	9	-10%	12	7	3	-0.5	-3	4	Cc1noc(C)c1S(=O)(=O)N1CCCC(C(=O)NCC2CCCO2)C1 (centres undefined)
?	1	2%	0	2	1	0.7	.	0	CCc1ccccc1Nc1nn2c(=O)c3ccc(C(=O)NCCc4ccccc4)cc3nc2s1
1.0%	5	2%	-2	4	5	0.7	-6	-6	CC(C)(C)c1ccc(Oc2ccc(NC(=O)c3ccccc3C(=O)O)cn2)cc1
7.9%	-3	-11%	15	-3	0	-0.5	-8	-3	Cc1ccn2c(Nc3ccc(C(C)C)cc3)c(-c3ccsc3)nc2c1
3.7%	-4	-9%	-7	4	1	-1.0	-8	0	COc1cc(C(=O)N2CCN(c3cccc(C)c3C)CC2)cc(OC)c1OC
5.0%	5	256%[activator]	5	-1	2	-0.5	5	10	COCc1cc(C)nc2sc3c(c12)NC(c1ccc(O)cc1)N(c1ccc(OC)cc1)C3=O (centres undefined)
1.3%	10	-18%	5	-8	4	0.2	-16	-3	CC(=O)Nc1ccc(C2=NN(CC#N)C(=O)SC2)cc1
-3.4%	-5	-2%	-10	5	-1	0.1	-3	-2	COc1ccc(CC(=O)NCc2nnc(SCC(=O)Nc3nccs3)n2C)cc1
-0.8%	-2	-20%	-2	-4	0	-0.5	7	-2	CCC(OC(=O)C(NC(=O)c1ccccc1)c1ccccc1)C(=O)Nc1cc(C)on1 (centres undefined)
1.1%	7	-2%	3	-27	3	0.7	17	2	CC(C)NC(=O)C1CCN(S(=O)(=O)c2ccc(N3CCCC3=O)cc2)CC1
22%	6	-5%	.	-29	0	0.2	.	1	Cc1ccc(C)c(CNC(=O)C2CCN(c3nc4ccccc4nc3C(F)(F)F)CC2)c1
3.0%	1	3%	10	4	1	0.1	-4	-1	CCOC(=O)c1cc(-c2ccc(F)cc2)n(CC(=O)NC2CCCCC2)c1C

# Continued.
RXFP1 agonist	TRHR enhancer	Apoferritin bind	D2 PAM	D1 antagonist	D1 ag	TRHR agonist	RXFP1 antagonist	D1 PAM	SMILES
-0.2%	-1	-17%	5	-23	2	1.9	-29	-1	Cc1scc(C(=O)N2CCN(c3ccc(Cl)cc3)CC2)c1C
-3.4%	1	-13%	-8	-3	0	0.0	-1	1	CCOC(=O)c1cnn(-c2ccccc2)c1N
0.3%	-1	3%	15	10	2	-0.2	-8	-3	COc1ccc(CCn2c(-c3ccco3)nc3nc4ccccc4nc32)cc1
5.9%	4	-8%	16	3	1	0.7	-3	-4	O=C(O)C1CCN(C(=O)COc2ccc3c4c(c(=O)oc3c2)CCC4)CC1
1.2%	8	-3%	4	-2	8	0.0	-14	4	Cc1cc(=O)[nH]c(=O)n1Cc1ccccc1
?	0	-21%	.	6	3	0.3	.	-2	O=C(Nc1ccc(Br)cc1F)c1ccc2nc(CCc3ccccc3)oc2c1
-0.1%	4	-22%	-10	-1	3	1.0	.	4	COC(=O)CN1C(=O)[C@H]2[C@@H](c3ccc(C)o3)N3C(=O)CN(CCO)C(=O)[C@@]3(Cc3ccccc3)[C@H]2C1=O
1.3%	-2	-10%	4	0	3	0.1	-1	-1	O=C(Nc1cccn2ncnc12)C(Cl)Cl
0.9%	2	-2%	-8	9	1	1.1	.	13	COc1ccc(NC(=O)CC2C(=O)N(c3ccc(F)cc3)C(=S)N2NC(=O)c2ccc(Cl)cc2)cc1 (centres undefined)
0.1%	0	-14%	13	-6	2	-0.3	28	1	CC(C)(C)C1CCc2c(C(=O)NNC(=O)CCCC(=O)O)csc2C1 (centres undefined)
-0.5%	1	-22%	-9	2	9	-0.5	-25	-4	CN1C(=O)/C(=C/c2ccccc2F)Sc2ccc(C(=O)N3CCCC3)cc21
1.0%	-10	-11%	4	8	1	1.9	-17	-13	Cc1ccc2c(c1)c1nnc(SCC(=O)Nc3ccc(N(C)C)cc3)nc1n2CC(=O)O
-1.7%	-1	3%	-1	-6	1	-0.4	-4	1	Cc1cccc(CCNC(=O)c2cc3ccccn3n2)c1
4.2%	3	-11%	0	2	2	-0.7	-4	-1	NC(=O)c1cc(S(=O)(=O)Nc2cccc(Cl)c2)cs1
-0.1%	5	-12%	-12	9	2	-0.2	5	0	Cc1ccc(NC(=O)C2C3CCC(O3)C2C(=O)O)c(Br)c1 (centres undefined)
2.7%	-2	-1%	0	10	1	0.2	2	-1	CCN(CC)CCNC(=O)CCn1nc(-c2ccc(Cl)cc2)ccc1=O
3.0%	11	.	.	-12	-1	-1.3	.	-7	C[C@H](NCCc1ccc(O)cc1)[C@H](O)c1ccc(O)cc1
2.7%	-1	?	-4	-9	3	-0.5	-3	-9	COc1ccc(C(=O)c2ccccc2)cc1Br
14µM*	8	-1%	4	-5	5	0.2	-1	5	CCOC(=O)N1CCN(C(=O)CSc2ccc3nnc(-c4cccnc4)n3n2)CC1
1.7%	4	.	4	-8	1	0.4	-14	1	CCOc1ccc(Oc2ccc(S(=O)(=O)N3CCOCC3)cc2NC(=O)CCNC(C)=O)cc1
-2.3%	5	?	.	6	5	-1.0	-15	1	CCn1c(SCC(=O)c2ccc(O)c(O)c2)nnc1-c1ccccc1OC
3.8%	-1	4%	-6	-6	9	0.8	7	-1	Cc1ccc(C2=C/C(=C\c3cccnc3)C(=O)O2)cc1
1.0%	3	2%	.	5	5	-0.1	5	-3	CCOc1ccc2nc(COC(=O)c3ccncc3)c(C(=O)c3ccccc3)[n+]([O-])c2c1
2.3%	5	1%	-1	-6	5	2.6	-28	-3	COc1cc(CNc2ccc3[nH]c(=O)[nH]c3c2)ccc1OCc1c(F)cccc1Cl
2.0%	2	-7%	1	.	2	0.8	0	0	CCOc1cc(/C=N/NC(=O)c2cccnc2)cc(Br)c1OCC(N)=O

# (next part)
RXFP1 agonist	TRHR enhancer	Apoferritin bind	D2 PAM	D1 antagonist	D1 ag	TRHR agonist	RXFP1 antagonist	D1 PAM	SMILES
0.5%	8	-1%	6	-4	2	-0.9	17	2	c1ccc(SCc2nc(-c3ccncc3)n[nH]2)nc1
-0.7%	-1	-4%	13	-1	3	0.3	-13	-2	O=C(CSc1nnc2ccccn12)NNC(=O)c1ccc(Cl)cc1
-4.8%	12	-12%	.	-8	10	0.4	.	-4	COc1cccc(CNS(=O)(=O)c2ccc3[nH]c4c(c3c2)CCCCC4)c1
0.1%	-5	-3%	11	-13	3	-0.4	-16	3	S=C(NCc1ccccc1Cl)NC1CCCC1
2.4%	-5	-11%	3	4	2	0.6	2	-1	COCCCNC(=O)c1ccc(CS(=O)(=O)c2ccccc2OC)o1
-0.7%	1	9%	-11	9	3	0.6	5	2	CCOc1ccccc1N1C(=O)CC(Sc2ncccc2C(=O)O)C1=O (centres undefined)
0.4%	10	?	-1	-5	0	-0.4	0	-6	CCN(CC)C(=O)c1cccc(NC(=O)CC23CC4CC(CC(C4)C2)C3)c1
1.4%	12	30%[activator]	10	-41*	0	0.2	.	-2	Clc1ccc(Nc2c(-c3ccccc3Cl)nc3ccc(Cl)cn23)cc1
-2.3%	-2	-6%	-13	-14	-1	0.2	-8	-1	CC(=C\C(=O)O)/C(=C/c1ccccc1)C(=O)O
3.9%	-2	1%	3	-14	2	0.1	8	-11	CCc1c(C)nc(SCc2cccnc2)[nH]c1=O
-0.8%	3	-4%	5	-2	4	0.3	15	1	COC(=O)c1ccc(CN2CCC(CO)(Cc3ccccc3Cl)CC2)cc1
8.0%	-1	9%	-10	-8	4	0.8	-22	-10	COc1ccc(NC(=O)C(=O)N/N=C/c2cccnc2)cc1
0.2%	2	-11%	-3	-4	2	1.0	-5	3	COc1ccc(N(Cc2cc3cccc(C)c3[nH]c2=O)S(C)(=O)=O)cc1

# Quoted at random: 4 records from the list, in no set order.
RXFP1 agonist	TRHR enhancer	Apoferritin bind	D2 PAM	D1 antagonist	D1 ag	TRHR agonist	RXFP1 antagonist	D1 PAM	SMILES
0.4%	10	?	-1	-5	0	-0.4	0	-6	CCN(CC)C(=O)c1cccc(NC(=O)CC23CC4CC(CC(C4)C2)C3)c1
0.1%	-5	-3%	11	-13	3	-0.4	-16	3	S=C(NCc1ccccc1Cl)NC1CCCC1
8.0%	-1	9%	-10	-8	4	0.8	-22	-10	COc1ccc(NC(=O)C(=O)N/N=C/c2cccnc2)cc1
0.2%	2	-11%	-3	-4	2	1.0	-5	3	COc1ccc(N(Cc2cc3cccc(C)c3[nH]c2=O)S(C)(=O)=O)cc1
